Screening data as filed in PubChem.
CendR NRP1 mod: modulators of CendR peptide binding to human neuropilin-1. FAM-RPARPAR peptide binding to NRP-1, fluorescence polarization. inhibition, % at 25 µM. 360,000 compounds, 0.85% hits;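 active = inhibition or corrected inhibition above about 18%, plus a signal ratio from 0.5 to 1.5, limit read from the data, passing the limit was not always enough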; also: strong numbers were not always called active
STEP inh: STEP (human) phosphatase inhibition | recombinant STEP, OMFP fluorogenic substrate, fluorescence | 360,000 compounds, 0.25% hits | inhibition, % at 20 µM | AID 588621;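 active = inhibition at 20 µM, scaled per plate between control wells, above about 37%, limit read from the data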;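 also: 0% = DMSO with enzyme and substrate and 100% = substrate only without enzyme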
Target sequence (P54829 whole entry, looked up): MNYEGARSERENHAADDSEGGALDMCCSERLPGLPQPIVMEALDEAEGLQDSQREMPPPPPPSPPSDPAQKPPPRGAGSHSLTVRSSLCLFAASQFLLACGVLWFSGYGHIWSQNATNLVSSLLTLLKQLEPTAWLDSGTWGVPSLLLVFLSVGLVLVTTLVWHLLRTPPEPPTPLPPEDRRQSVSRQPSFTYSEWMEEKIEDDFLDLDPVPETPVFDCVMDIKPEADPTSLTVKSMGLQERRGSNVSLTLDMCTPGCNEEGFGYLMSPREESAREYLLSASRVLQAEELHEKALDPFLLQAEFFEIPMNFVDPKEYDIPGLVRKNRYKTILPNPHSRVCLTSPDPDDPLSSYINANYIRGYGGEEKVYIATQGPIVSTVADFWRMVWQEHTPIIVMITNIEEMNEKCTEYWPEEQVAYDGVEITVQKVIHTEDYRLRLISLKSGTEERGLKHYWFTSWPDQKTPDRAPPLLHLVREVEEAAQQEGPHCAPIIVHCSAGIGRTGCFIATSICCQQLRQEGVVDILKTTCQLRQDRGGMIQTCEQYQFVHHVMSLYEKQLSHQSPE
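Material: STEP (striatal-enriched tyrosine phosphatase) enzyme, cell-free; Compound dosing: 20 µM single dose in 1% DMSO; Technique: fluorescence read at 480 nm ex / 540 nm em; Times: reaction 20 min, ambient temperature; Medium: 50 mM Bis-Tris pH 6.0 with 2.5 mM DTT and 0.005% Tween 20; Also added: OMFP at 25 µM.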
MsrA inh: inhibits bovine methionine sulfoxide reductase A; AID 651718; 360,000 compounds, 0.75% hits; inhibition, % at 15.5 µM; purified bovine MsrA, absorbance read-out; in the data active = inhibition above about 4.5%;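 also: 0% = vehicle wells with enzyme and 100% = reference inhibitor wells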
eLon inh: inhibits E. coli Lon protease; P0A9M0; purified E. coli Lon protease, fluorescence polarization; inhibition, % at 7.94 µM; 360,000 compounds, 0.42% hits; AID 602123; in the data active = inhibition above about 13%, passing the limit was not always enough;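 also: 0% = enzyme with probe and DMSO and 100% = no enzyme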
SUMO1-SIM PPI: alters human SUMO1 binding to SIM partners; inhibition, % at 20 µM; SUMO1 binding to a labelled peptide, TR-FRET, 1 h; 360,000 compounds, 0.33% hits; P63165; in the data active = inhibition above about 37%
Target sequence (P63165 whole entry, looked up): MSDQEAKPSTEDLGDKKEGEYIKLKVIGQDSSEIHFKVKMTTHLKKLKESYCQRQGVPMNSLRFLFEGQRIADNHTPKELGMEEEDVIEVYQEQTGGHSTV
Tb MetRS inh: Trypanosoma brucei MetRS inhibition. purified T. brucei MetRS, ATP depletion, Kinase-Glo luminescence. inhibition, % at 11.9 µM. 360,000 compounds, 0.4% hits;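 active = inhibition above a per-plate cutoff of the control wells' mean inhibition plus 3 SD, cut at about 5.5% in these data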;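 also: 0% = DMSO wells median and 100% = median of wells with control inhibitor compound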
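technique = Kinase-Glo luminescence, ATP depletion format | system = purified MetRS (methionyl-tRNA synthetase) enzyme from Trypanosoma brucei | timing = 15 min preincubation, 2 h reaction, all 25 °C | evaluation = percent inhibition versus plate control medians | dosing = single dose, 11.9 µM final nominal, 0.9% final DMSO | also added = substrates ATP, L-methionine and bulk Escherichia coli tRNA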
Scp-1 inhibitor: blocks human Scp-1 phosphatase activity. 340,000 compounds, 0.88% hits. inhibition, % at 20 µM. Recombinant Scp1, phosphopeptide, malachite green phosphate absorbance. AID 493091. Q9GZU7;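 active = inhibition above about 50% at 20 µM, limit read from the data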;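 also: plate controls were DMSO wells with enzyme for no effect and wells lacking enzyme for full effect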
Target sequence (Q9GZU7 76-261 limits assumed): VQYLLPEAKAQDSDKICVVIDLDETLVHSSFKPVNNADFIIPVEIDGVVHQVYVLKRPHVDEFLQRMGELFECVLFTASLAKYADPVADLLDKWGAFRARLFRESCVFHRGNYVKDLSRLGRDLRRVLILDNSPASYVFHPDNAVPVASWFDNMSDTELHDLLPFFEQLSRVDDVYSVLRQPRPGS
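Assay system: SCP-1 catalytic fragment, aa 76-261 | Buffer or medium: Tris acetate buffer pH 5.5 with MgCl2 and Tween-20 | Compound: One concentration, 20 µM, with 1.0% DMSO | Also added: Phospho 17-mer peptide substrate | Signal: Absorbance at 630 nm | Incubation: 45 min enzyme reaction at room temperature | Measure: % inhibition of SCP-1 phosphate liberation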
LMPTP block: blocks human LMPTP phosphatase | recombinant LMPTP-A, OMFP fluorogenic substrate, fluorescence intensity | 360,000 compounds, 0.22% hits | P24666 | AID 651560 | inhibition, % at 20 µM;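 active = compounds that cut the enzyme signal by at least half of the control window in the single-dose screen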;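 also: plate controls were DMSO wells with enzyme plus substrate for no effect and substrate without enzyme for full effect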
Target sequence (P24666 whole entry, looked up): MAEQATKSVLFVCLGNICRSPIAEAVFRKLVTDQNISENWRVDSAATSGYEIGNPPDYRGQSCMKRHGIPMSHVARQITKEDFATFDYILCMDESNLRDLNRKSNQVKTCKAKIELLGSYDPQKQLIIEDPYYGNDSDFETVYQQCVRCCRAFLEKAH
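test system = LMPTP-A | amount = 0.625 nM LMPTP-A final | reagent = fluorogenic phosphatase substrate OMFP at 400 µM final | incubation = 50 min at room temperature | benchmarks = no-enzyme low control, uninhibited high control | medium = Bis-Tris pH 6.0, DTT, detergent | signal = fluorescence intensity of OMFP turnover product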
MsrA act: activates bovine MsrA enzyme. purified bovine MsrA, absorbance read-out. activation, % at 10.6 µM. 360,000 compounds, 0.3% hits; in the data active = activation above about 7.5%;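 also: 0% = vehicle and 100% = reference activator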
DNMT1 block: inhibitors of human DNMT1; P26358; AID 588458; 360,000 compounds, 0.83% hits; DNMT1 molecular beacon, Hinp1I cleavage, fluorescence; inhibition (reported as % activation of signal), % at 10 µM; in the data active = inhibition above about 50%
An asterisk follows results filed as active; x = not tested or not shown; & = joins results of further samples; ! = a repeat was not active. Compounds were not picked by outcome; overall some 4.3% were active at least once.

SMILES	CendR NRP1 mod	STEP inh	MsrA inh	eLon inh	SUMO1-SIM PPI	Tb MetRS inh	Scp-1 inhibitor	LMPTP block	MsrA act	DNMT1 block
O=S(=O)(Cc1ccccc1)N1CCN(Cc2ccc(Br)cc2)CC1	6	0	-0.7	-10	-1	-0.6	2	1.0	5	0
Cc1ccc(C(=O)N/C(=C\c2cn(S(=O)(=O)N(C)C)c3ccccc23)C(=O)N2CCCC2)cc1	-8	3	-1.0	1	1	-0.3	-7	1.3	-1	-2
COc1ccc(S(=O)(=O)N2CCCCCC2)cc1C(=O)N(C)CCOc1ccccc1	1	0	0.1	-6	-38	-0.6	-2	-9.3	2	-3
Cc1ccccc1C(=O)NC(=S)Nc1ccc(S(=O)(=O)N2CCN(C)CC2)cc1	13	-1	-0.1	-3	-2	-1.4	-5	-1.7	-2	-4
CC(=O)c1ccc(Nc2nc(C(N)c3ccccc3Cl)cs2)cc1 (stereo unspecified)	-7	-1	2.2	-6	2	0.0	x	-1.1	-2	-18
COc1cccc(/C=N\NC(=O)C2C(=O)NCC2c2ccccc2)c1O (stereo unspecified)	10	-3	0.2	2	-6	-0.5	-11	-1.5	-4	2
Cc1c(NC(=O)CSc2nccn2C)c(=O)n(-c2ccccc2)n1C	7	0	-0.1	-8	1	-0.7	-2	-1.1	-7	-3
Cn1c(=O)c2c(nc(N3CCOCC3)n2CCSc2ncccn2)n(C)c1=O	3	-3	0.5	-3	1	-0.4	-8	0.2	2	2
COCCCn1c(SCC(N)=O)nnc1-c1ccccc1	-12	1	0.4	-3	3	-0.3	-11	-1.2	-1	2
Cc1cc(C)n2nc(C(=O)Nc3ccc(S(=O)(=O)N4CCCC4)cc3)nc2n1	-8	1	-1.3	-1	-1	-0.2	-9	-2.1	-1	0
CCN(CC)c1ccc(NC(=O)c2ccc3c(c2)OCO3)cc1	4	3	0.6	-7	2	0.3	3	-1.4	-1	-3
COc1cc(CC(=O)Nc2ccc(S(=O)(=O)NC3=NCCCCC3)cc2)cc(OC)c1OC	10	-1	-0.8	-1	5	0.7	0	-1.5	-3	0
CCc1nc2c(OCC(=O)c3ccc(F)cc3)cccn2c1N(C)C(=O)c1ccc(OC)cc1	-3	-2	1.9	0	0	-0.3	x	1.1	-2	1
CCCC(=O)N=C1SC2CS(=O)(=O)CC2N1c1ccc(-c2nc3ccc(C)cc3s2)cc1 (stereo unspecified)	-20	1	0.4	-6	-1	0.1	-4	2.2	-3	35
O=[N+]([O-])c1cccc(/C=N/NC2=NS(=O)(=O)c3ccccc32)c1	2	4	2.7	0	-16	-0.5	0	1.2	-7	2
COc1ccccc1/C=C1\SC(=S)N(CCC(=O)NC2=NCCS2)C1=O	-12	3	0.3	-3	-9	-0.2	3	0.6	-3	3
COc1ccc(C(=O)NCC(C)C)c(OC)c1	5	-2	-0.9	-4	-1	-0.9	31	1.6	-11	3
CC(=O)N1c2ccccc2[C@@H](C)[C@@H]1C	16	3	0.3	-10	0	0.3	-8	-2.1	-2	3
COc1ccc(C2(C)NC(=O)N(CC(=O)NCc3ccccc3F)C2=O)cc1 (stereo unspecified)	-2	-2	-0.5	-2	6	-0.4	8	-0.7	-6	-2
COCCn1c(SCC(=O)Nc2cc(C)cc(C)c2)nc2ccccc2c1=O	12	-1	0.4	-3	-2	-1.9	2	0.8	-8	2
COc1ccc(Oc2cc(C(F)(F)F)nc(N(C)C)n2)cc1	12	-3	0.0	-13	-5	-0.6	-3	2.4	-5	0
O=C(Nc1cccc(Cl)c1N1CCOCC1)c1ccco1	0	1	-0.6	7	-1	-0.6	-4	-0.2	-5	-1
CCc1cccc(CC)c1NC(=S)NCc1ccc2c(c1)OCO2	3	0	0.5	-8	-1	0.3	-5	-0.8	-2	-1
Cc1ccc(CC(CC(=O)O)C(=O)NCC23CC4CC(CC(C4)C2)C3)cc1 (stereo unspecified)	-1	-2	-0.3	-19	-2	0.0	-1	0.1	-2	1
O=C(NCc1ccccc1)C(c1ccncc1)n1c(=O)c(-c2cc3ccccc3[nH]2)nc2ccccc21 (stereo unspecified)	4	x	1.1	x	-13	-0.5	x	4.3	x	x
c1ccc(-c2nc(N3CCCCC3)nc3ccccc23)cc1	-10	2	1.0	-5	1	-0.6	8	2.4	0	3
COCc1cc(=O)[nH]c(-c2ccccc2)n1	0	1	-1.1	9	-3	1.6	-7	0.3	-1	-2
COc1ccccc1-n1cnnc1SCC(=O)NC1CCS(=O)(=O)C1 (stereo unspecified)	-10	1	-0.6	-11	2	0.8	-1	-0.4	-3	1
C#Cc1ccc(NC(=O)C2(C)CCN2C(=O)c2ccccc2CCc2ccccc2)cc1 (stereo unspecified)	-3	0	2.3	-8	0	-0.2	x	4.0	-5	-14
CCCCNC(=O)C(C)N(CCN(C)C)C(=O)CCCCCN1C(=O)NC(c2ccc(Cl)cc2)C(C(=O)OCc2ccccc2)=C1C (stereo unspecified)	14	0	1.8	-2	-23	-1.6	4	-7.2	0	-6
COc1ccccc1CN1CCNC(=O)C1CC(=O)NCCOc1cccnc1 (stereo unspecified)	9	-6	1.3	0	-1	-0.1	-13	-1.4	-2	-2
Cc1oc(-c2ccccc2Cl)nc1CS(=O)(=O)CC(=O)NCCN1CCOCC1	-5	2	-0.4	-4	-2	0.4	-9	-2.8	0	-34
COc1cccc(-c2cc(C(=O)N/N=C/c3ccco3)c3ccccc3n2)c1	2	0	2.0	8	-15	-0.4	1	1.2	-3	0
CC(Sc1nnc(-c2ccccc2)c(-c2ccccc2)n1)C(=O)N1CCc2ccccc21 (stereo unspecified)	-9	2	-0.9	-8	4	-0.2	-5	3.2	-1	-3
Cc1noc(C)c1CSCC(=O)N(C)CC(=O)Nc1ccccc1C(F)(F)F	-6	-3	0.8	16	0	-0.1	-2	-0.6	-7	0
CC(CC(=O)NC1CCSC1=O)c1ccccc1 (stereo unspecified)	4	0	0.9	2	-1	-0.6	-11	-0.5	-2	2
Cc1cc(OCc2ccc(F)cc2)nc(-c2ccccc2O)n1	-4	6	2.0	-3	8	-1.0	-8	1.9	-7	7
CCCc1ccc2oc(C(=O)N3CCN(CC(=O)NC(C)C)CC3)c(C)c2c1	14	1	-0.1	-2	-2	0.2	-5	-0.7	-2	0
COC(=O)c1c(-c2ccc(Br)cc2)csc1NC(=O)Cc1ccc(OC)c(OC)c1	-5	4	-1.1	-4	2	-0.2	-19	3.0	-3	-14
Cc1cc(-c2ccccc2)c2ccc(NC(=O)C(C)(C)C)nc2n1	3	1	4.0	0	0	-0.5	-1	-1.4	-4	0

The final four entries of the section above come first, to join the parts:
SMILES	CendR NRP1 mod	STEP inh	MsrA inh	eLon inh	SUMO1-SIM PPI	Tb MetRS inh	Scp-1 inhibitor	LMPTP block	MsrA act	DNMT1 block
Cc1cc(OCc2ccc(F)cc2)nc(-c2ccccc2O)n1	-4	6	2.0	-3	8	-1.0	-8	1.9	-7	7
CCCc1ccc2oc(C(=O)N3CCN(CC(=O)NC(C)C)CC3)c(C)c2c1	14	1	-0.1	-2	-2	0.2	-5	-0.7	-2	0
COC(=O)c1c(-c2ccc(Br)cc2)csc1NC(=O)Cc1ccc(OC)c(OC)c1	-5	4	-1.1	-4	2	-0.2	-19	3.0	-3	-14
Cc1cc(-c2ccccc2)c2ccc(NC(=O)C(C)(C)C)nc2n1	3	1	4.0	0	0	-0.5	-1	-1.4	-4	0
N=C1/C(=C\c2ccc(SCc3ccccc3)o2)C(=O)N=C2SC(CC(=O)N3CCOCC3)=NN12	-72	2	3.8	-52	-3	0.6	15	5.3	-5	10
Nc1sc2c(c1C(=O)NC1CCS(=O)(=O)C1)CCC2 (stereo unspecified)	-16	-5	x	-14	5	0.5	5	-0.2	-2	-4
Clc1ccccc1CN1CCN(/N=C/C=C\c2ccco2)CC1	9	0	1.9	0	-8	-0.9	-7	0.9	-2	4
CCOC(=O)c1cnc2c(cnn2C)c1Cl	5	-2	-0.5	-2	-1	-1.4	-3	-1.9	-8	2
COc1cccc(N(C(=O)c2ccco2)C(C(=O)NC2CCCC2)c2ccc(N(C)C)cc2)c1 (stereo unspecified)	1	0	-0.4	6	-2	-0.7	3	-1.8	0	-1
COc1cccc(NC(=O)CSc2ccc3nnc(-c4ccncc4)n3n2)c1	-5	-3	-0.3	-6	0	0.4	-12	-1.2	0	-1
COc1cccc(-c2nnc(NC(=O)c3ccc(S(=O)(=O)N(CC(C)C)CC(C)C)cc3)o2)c1	-7	3	x	1	6	-0.6	-10	-2.5	-1	9
Cc1cc(C)nc(SCC(=O)Nc2ccc(S(=O)(=O)Nc3nccs3)cc2)n1	12	-2	1.2	-6	6	0.1	-5	-1.0	-2	0
CC(=O)c1cccc(NC(=O)c2onc(C)c2Cl)c1	-8	1	-1.6	0	5	-0.1	-7	-0.9	-1	-2
CC(c1nc2ccccc2[nH]1)n1c(=O)c(-c2cccs2)nc2ccccc21 (stereo unspecified)	-15	x	1.2	x	-16	-0.4	x	2.2	x	x
COc1ccc(NC(=O)C(=O)NCC2CCCN2S(=O)(=O)c2cccs2)cc1 (stereo unspecified)	-1	-1	-0.3	-5	0	-0.3	-5	1.1	-2	1
Cc1ccc(C(=O)Nc2ccccc2N2CCCC2)cc1	1	-2	-0.9	1	5	0.2	-7	-0.7	-2	0
O=c1c2c3n(c(=O)nc2[nH]n1-c1ccccc1)CCCCC3	7	4	-0.1	-6	-8	-0.5	-3	-0.2	-3	1
COc1ccc(NC(=O)CC2SC(=Nc3ccccc3)NC2=O)cc1 (stereo unspecified)	6	-2	1.6	10	-4	0.4	6	0.5	0	0
Cc1ccc(NC(=S)N/C(=N/S(=O)(=O)c2ccccc2)c2ccccc2)cc1	22*!	6&2	0.0&1.3	-14&-6	-3&3	-0.3&-0.2	-10&3	-0.4&0.5	-4&-4	-6&-5
CC1(C(=O)NCc2ccc(C(F)(F)F)cc2)CCN1Cc1ccccc1OC(F)F (stereo unspecified)	-1	5	-0.3	0	-2	-0.3	x	2.3	-1	-1
Cc1nn(C)cc1C(=O)NNC(=S)Nc1ccccc1	-8	-3	-1.1	-2	-4	-0.6	0	-1.7	-11	3
COCCCNC(=O)C[C@H]1C[C@H](C(=O)N2CCOCC2)[C@@]2(CCC3CCCC3)c3[nH]c4cc(CCC(=O)N(C)C)ccc4c3CCN2C1=O	4	-4	-1.5	-3	0	0.2	1	-1.3	-6	1
